SR-BI uptake up = SR-BI HDL lipid transfer activation; CHO ldlA[mSR-BI] cells, DiI-HDL uptake fluorescence, 3 h; 100 = double the neutral-control signal; activation, % at 12.5 µM; actives 0.096% (n = 320,000); AID 504775;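 active = mean replicate activation of at least 60% and every replicate at or above 60%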;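 note: 0% = median plate neutral-control signal and 100% = twice that signal; values of inactives mirror those of a sister screen read the other way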
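Test system: SR-BI-overexpressing, LDLR-lacking CHO cells; Medium: Ham's F12 with 0.5% BSA, HEPES 25 mM, pH 7.4; Schedule: 3 h, 37 °C; Technique: bottom-read fluorescence, 550/595 nm.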
NSD2 inh = NSD2 (human) methyltransferase inhibition; O96028; NSD2 peptide methylation, AlphaScreen, 120 min; inhibition, % at 12.5 µM; actives 0.54% (n = 310,000); in the data active = inhibition above about 50%
dFosB activator = activators of mouse delta FosB homodimer; AID 493131; activation, % at 25 µM; purified delta FosB, TAMRA-CDK5 oligo fluorescence polarization; percent of positive-control signal above neutral wells; P13346; actives 0.99% (n = 340,000);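 active = mean activation above about 17%, with every replicate also reaching it, limit read from the data, passing the limit was not always enough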;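 note: fluorescence polarization rise as delta FosB binds a TAMRA Cdk5 AP-1 oligo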
Target sequence (P13346 whole entry, looked up): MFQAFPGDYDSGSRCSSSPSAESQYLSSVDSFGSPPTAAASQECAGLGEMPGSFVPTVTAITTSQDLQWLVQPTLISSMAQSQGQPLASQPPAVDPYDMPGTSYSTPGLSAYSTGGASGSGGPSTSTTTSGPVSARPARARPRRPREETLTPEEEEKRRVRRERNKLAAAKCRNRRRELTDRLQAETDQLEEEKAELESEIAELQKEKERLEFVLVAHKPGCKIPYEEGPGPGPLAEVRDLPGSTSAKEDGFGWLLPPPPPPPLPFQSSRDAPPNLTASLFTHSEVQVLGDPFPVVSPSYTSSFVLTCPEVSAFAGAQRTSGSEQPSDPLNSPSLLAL
PfHsp90 set2 = growth inhibition of yeast expressing Plasmodium Hsp90; actives 0.32% (n = 310,000); inhibition, % at 9.4 µM; AID 504621; S. cerevisiae expressing PfHsp90, BacTiter-Glo ATP, 48 h; yeast lacking PDR1 and PDR3 efflux regulators;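 active = every replicate shows inhibition above about 80%, whatever the replicate mean, limit read from the data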;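 note: 0% = DMSO neutral controls and 100% = 20 µM radicicol positive controls; yeast relying on Plasmodium falciparum Hsp90 in place of its own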
Rtt109 HAT inh = inhibitors of Candida albicans Rtt109/Vps75 histone acetyltransferase; Q5AAJ8; actives 0.16% (n = 330,000); inhibition, % at 34.9 µM; purified Rtt109/Vps75, ThioGlo CoA-SH fluorescence, 4 h;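 active = inhibition of at least 50% in every replicate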
SR-BI HDL uptake = blocks mouse SR-BI lipid uptake from DiI-HDL. Q61009. ldlA[mSR-BI] CHO cells, DiI-HDL uptake fluorescence, 3 h. inhibition, % at 12.5 µM. actives 0.96% (n = 320,000);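 active = mean replicate inhibition of at least 70% and a set share of replicates each scoring 70 or more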;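 note: 0% = median of neutral control wells and 100% = median of positive control wells; values of inactives mirror those of a sister screen read the other way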
Target sequence (Q61009 whole entry, looked up): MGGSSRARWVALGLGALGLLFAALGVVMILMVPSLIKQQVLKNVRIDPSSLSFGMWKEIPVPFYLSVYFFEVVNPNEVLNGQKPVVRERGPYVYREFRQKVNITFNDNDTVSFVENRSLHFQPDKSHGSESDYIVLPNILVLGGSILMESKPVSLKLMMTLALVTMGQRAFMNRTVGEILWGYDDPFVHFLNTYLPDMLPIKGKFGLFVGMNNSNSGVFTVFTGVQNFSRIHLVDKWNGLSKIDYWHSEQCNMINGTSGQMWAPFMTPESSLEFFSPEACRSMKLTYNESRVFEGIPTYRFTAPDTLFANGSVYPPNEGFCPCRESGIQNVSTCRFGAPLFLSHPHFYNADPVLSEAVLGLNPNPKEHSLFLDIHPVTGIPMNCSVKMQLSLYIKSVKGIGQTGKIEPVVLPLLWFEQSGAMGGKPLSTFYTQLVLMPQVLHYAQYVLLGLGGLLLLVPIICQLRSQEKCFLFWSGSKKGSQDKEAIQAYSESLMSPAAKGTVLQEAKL
MITF TRPM1 HTS = MITF TRPM1 promoter activation in melanoma cells. actives 0.75% (n = 300,000). activation, % at 12.5 µM. SK-MEL-5 TRPM1-promoter luciferase, 24 h; % of positive control, neutral wells = 0;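 active = mean activation of at least 80% with every replicate also reaching 80%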;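 note: 0% = neutral control wells and 100% = parthenolide positive control wells; values of inactives mirror those of a sister screen read the other way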
PvdQ inh = blocks Pseudomonas aeruginosa PvdQ acylase activity; purified PvdQ acylase, fluorescence plate reader; inhibition, % at 10 µM; actives 0.063% (n = 340,000); AID 488965; in the data active = inhibition above about 30%, passing the limit was not always enough;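 note: 0% = vehicle neutral wells and 100% = reference inhibitor wells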
CAL PDZ FP-1 = human CAL PDZ-peptide interaction inhibition | purified CAL PDZ, TMR-peptide fluorescence polarization, 1 h | inhibition, % at 20 µM | actives 0.02% (n = 330,000) | AID 504414;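 active = highest replicate inhibition of at least 40%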;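 note: plate controls were DMSO neutral control wells for no effect and unlabeled competitor peptide control wells for full effect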
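Test system: purified CerCALP PDZ construct; Compound dosing: one concentration, 20 µM compound; Also added: TMR-labelled reporter peptide T*-PRC34 bound in PDZ groove; Read-out: inhibition from polarization loss; Controls: unlabelled peptide and DMSO controls; Signal: FP readout, S and P plane fluorescence; Incubation: 1 h at RT.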
CAL PDZ FP-2 = CAL PDZ (human) peptide binding inhibition | Q9HD26 | purified CAL PDZ, TMR-peptide fluorescence polarization, 1 h | inhibition, % at 24.9 µM | actives 0.92% (n = 300,000) | AID 602252;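 active = mean inhibition of at least 30% with at least half of replicates also reaching 30%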;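 note: 0% = DMSO neutral control and 100% = excess unlabeled competitor peptide PRC23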
Active calls of the source: *.

O=C(Nc1ccc(O)cc1)/C(=C/c1ccco1)NC(=O)c1ccccc1 was read as NSD2 inh 1, dFosB activator 1, PfHsp90 set2 -6, Rtt109 HAT inh 1, MITF TRPM1 HTS -4, PvdQ inh -10, CAL PDZ FP-1 -2.5 and CAL PDZ FP-2 6.
`Cc1ccc2c(Cn3ccnc3)cc(=O)oc2c1C` gave SR-BI uptake up 9, NSD2 inh 0, dFosB activator 4, PfHsp90 set2 -17, Rtt109 HAT inh -2, SR-BI HDL uptake -9, MITF TRPM1 HTS 4, PvdQ inh -11, CAL PDZ FP-1 -0.2 and CAL PDZ FP-2 3.
`COc1ccc(/C=C(\NC(=O)c2ccco2)C(=O)Nc2ccc(C(C)=O)cc2)cc1` gave NSD2 inh 8, dFosB activator 0, PfHsp90 set2 9, Rtt109 HAT inh 8, SR-BI HDL uptake 4, MITF TRPM1 HTS 6, PvdQ inh 16, CAL PDZ FP-1 -1.2 and CAL PDZ FP-2 -2.
COc1cccc(N2CCN(CC(=O)N3CCN(S(=O)(=O)c4ccc(Cl)cc4)CC3)CC2)c1 was read as SR-BI uptake up 2, NSD2 inh 2, dFosB activator -11, Rtt109 HAT inh 5, SR-BI HDL uptake -2, MITF TRPM1 HTS -6, PvdQ inh -8, CAL PDZ FP-1 -2.7 and CAL PDZ FP-2 -2.
`CCOC(=O)CN1CC23C=CC(O2)C(C(=O)Nc2ccc(F)c(C)c2)C3C1=O` (configuration not stated) gave SR-BI uptake up 10, NSD2 inh -6, dFosB activator 6, PfHsp90 set2 -4, Rtt109 HAT inh -1, SR-BI HDL uptake -10, MITF TRPM1 HTS -11, PvdQ inh -1, CAL PDZ FP-1 -1.9 and CAL PDZ FP-2 -6.
Screening CNS(=O)(=O)c1cccc(C(=O)OCC(=O)N2c3ccccc3NC(=O)C2(C)C)c1 returned SR-BI uptake up -24, dFosB activator 3, Rtt109 HAT inh 8, SR-BI HDL uptake 24, MITF TRPM1 HTS -2, PvdQ inh 6, CAL PDZ FP-1 0.4 and CAL PDZ FP-2 4.
O=C(CCSc1ccccc1)NNC(=O)c1ccccc1F was read as SR-BI uptake up 38, NSD2 inh 3, dFosB activator 0, Rtt109 HAT inh -12, SR-BI HDL uptake -38, MITF TRPM1 HTS -3, PvdQ inh -5, CAL PDZ FP-1 -1.8 and CAL PDZ FP-2 -1.
For Cc1ccc(-c2nnn(Cc3nc(N)nc(N4CCOCC4)n3)n2)cc1 the results were SR-BI uptake up 17, NSD2 inh 4, dFosB activator 3, Rtt109 HAT inh 6, SR-BI HDL uptake -17, MITF TRPM1 HTS -1, PvdQ inh -7 and CAL PDZ FP-1 -0.6.
`COc1ccc(C2=Nn3c(nnc3-c3ccccc3OC)SC2)cc1OCC1CC1` gave SR-BI uptake up -15, dFosB activator -9, PfHsp90 set2 -4, Rtt109 HAT inh 10, SR-BI HDL uptake 15, MITF TRPM1 HTS -50, PvdQ inh 12, CAL PDZ FP-1 -1.2 and CAL PDZ FP-2 -6.
Screening N#C/C(=C\c1ccccc1OCc1ccc(C(=O)O)cc1)C(=O)Nc1ccc(O)cc1 returned SR-BI uptake up 7, NSD2 inh 3, dFosB activator -5, PfHsp90 set2 -11, Rtt109 HAT inh -17, SR-BI HDL uptake -7, MITF TRPM1 HTS 16, PvdQ inh -8, CAL PDZ FP-1 -0.8 and CAL PDZ FP-2 -8.

Two neighbouring compounds from above, quoted:
O=C(Nc1ccc(O)cc1)/C(=C/c1ccco1)NC(=O)c1ccccc1 was read as NSD2 inh 1, dFosB activator 1, PfHsp90 set2 -6, Rtt109 HAT inh 1, MITF TRPM1 HTS -4, PvdQ inh -10, CAL PDZ FP-1 -2.5 and CAL PDZ FP-2 6.
`Cc1ccc2c(Cn3ccnc3)cc(=O)oc2c1C` gave SR-BI uptake up 9, NSD2 inh 0, dFosB activator 4, PfHsp90 set2 -17, Rtt109 HAT inh -2, SR-BI HDL uptake -9, MITF TRPM1 HTS 4, PvdQ inh -11, CAL PDZ FP-1 -0.2 and CAL PDZ FP-2 3.

Additional compounds follow.
CC(C)OC(=O)CSc1nnc(COc2ccc([N+](=O)[O-])cc2)n1C was read as SR-BI uptake up 1, NSD2 inh 7, dFosB activator 1, PfHsp90 set2 -7, SR-BI HDL uptake -1, MITF TRPM1 HTS 1, PvdQ inh 8, CAL PDZ FP-1 -0.9 and CAL PDZ FP-2 0.
`O=C(CCn1c(=O)[nH]c2ccsc2c1=O)N1CC(=O)N(CCc2ccccc2)C(=O)C1` gave SR-BI uptake up 5, NSD2 inh -1, dFosB activator -2, Rtt109 HAT inh -8, SR-BI HDL uptake -5, MITF TRPM1 HTS -19, PvdQ inh -15 and CAL PDZ FP-1 -0.4.
For CC(C)(C)n1nc2c(c1NC(=O)Cc1ccc([N+](=O)[O-])cc1)CS(=O)(=O)C2 the results were SR-BI uptake up 0, NSD2 inh 1, dFosB activator 1, PfHsp90 set2 -8, Rtt109 HAT inh -2, SR-BI HDL uptake 0, MITF TRPM1 HTS -7, PvdQ inh -8, CAL PDZ FP-1 -2.3 and CAL PDZ FP-2 0.
For COc1ccc(CCNS(=O)(=O)CCNC(=O)c2ccc(OC)cc2)cc1 the results were SR-BI uptake up 5, NSD2 inh 1, dFosB activator 1, PfHsp90 set2 -15, Rtt109 HAT inh -4, SR-BI HDL uptake -5, MITF TRPM1 HTS 13, PvdQ inh -11, CAL PDZ FP-1 -1.1 and CAL PDZ FP-2 4.
For Cc1cc(C)c(NC(=O)COC(=O)C2=COCCO2)c(Cl)c1 the results were SR-BI uptake up 21, NSD2 inh -2, dFosB activator -6, PfHsp90 set2 28, Rtt109 HAT inh 35, SR-BI HDL uptake -21, MITF TRPM1 HTS 6, PvdQ inh 5, CAL PDZ FP-1 -2.6 and CAL PDZ FP-2 -1.
Screening Cc1ccc(S(=O)(=O)N2CCOCC2)cc1C(=O)OCC(=O)NC1CCCC(C)C1C (configuration not stated) returned SR-BI uptake up -67, NSD2 inh 0, dFosB activator 2, PfHsp90 set2 31, Rtt109 HAT inh 10, SR-BI HDL uptake 67, MITF TRPM1 HTS -9, PvdQ inh 3, CAL PDZ FP-1 0.2 and CAL PDZ FP-2 5.
`Fc1ccc2cc(-c3ccsc3)ncc2c1` gave SR-BI uptake up -14, dFosB activator -6, PfHsp90 set2 -15, Rtt109 HAT inh 4, SR-BI HDL uptake 14, MITF TRPM1 HTS 73, PvdQ inh 4, CAL PDZ FP-1 -1.0 and CAL PDZ FP-2 -3.
`CCOC(=O)c1sc2ncn(/N=C/c3ccc(O)c(OC)c3)c(=O)c2c1C` gave SR-BI uptake up 5, NSD2 inh 1, dFosB activator -4, PfHsp90 set2 20, Rtt109 HAT inh -2, SR-BI HDL uptake -5, MITF TRPM1 HTS 12, PvdQ inh -8, CAL PDZ FP-1 0.6 and CAL PDZ FP-2 -4.
Screening Cc1ccc(N(CC(=O)NCc2ccc(F)cc2)S(=O)(=O)c2cccs2)cc1 returned SR-BI uptake up -13, NSD2 inh 0, dFosB activator -3, PfHsp90 set2 7, Rtt109 HAT inh -1, SR-BI HDL uptake 13, MITF TRPM1 HTS 7, PvdQ inh -11, CAL PDZ FP-1 -2.8 and CAL PDZ FP-2 -14.
Screening Cc1ccc(S(=O)(=O)N2CCN(C(=O)CSc3ccc(Cl)cc3)CC2)cc1 returned NSD2 inh 1, dFosB activator -6, PfHsp90 set2 -16, Rtt109 HAT inh 9, MITF TRPM1 HTS -5, PvdQ inh -8, CAL PDZ FP-1 -2.8 and CAL PDZ FP-2 5.
`CC(C)OC(=O)c1ccc(COC(=O)c2cccc(-c3nnc(-c4ccccc4)o3)c2)cc1` gave SR-BI uptake up 6, NSD2 inh -3, dFosB activator 0, PfHsp90 set2 -7, Rtt109 HAT inh 1, SR-BI HDL uptake -6, MITF TRPM1 HTS 15, PvdQ inh 6, CAL PDZ FP-1 0.3 and CAL PDZ FP-2 -3.
For CN(CCC(=O)Nc1cc(S(=O)(=O)N(C)C)ccc1Cl)CC(=O)Nc1ccc(F)cc1 the results were SR-BI uptake up -14, NSD2 inh 4, dFosB activator -8, PfHsp90 set2 56, Rtt109 HAT inh 4, SR-BI HDL uptake 14, MITF TRPM1 HTS -1, PvdQ inh -5, CAL PDZ FP-1 -3.2 and CAL PDZ FP-2 -2.
For CC(=O)N1CCN(C(=O)COC(=O)c2oc3ccccc3c2C)CC1 the results were SR-BI uptake up -51, NSD2 inh -3, dFosB activator -6, PfHsp90 set2 -1, Rtt109 HAT inh -3, SR-BI HDL uptake 51, MITF TRPM1 HTS -7, PvdQ inh -1, CAL PDZ FP-1 1.1 and CAL PDZ FP-2 -1.
For CCCCN(C)CCCNC(=O)c1ccc(N2CCCC2=O)cc1 the results were SR-BI uptake up 3, NSD2 inh -39, dFosB activator -2, PfHsp90 set2 -16, Rtt109 HAT inh 0, SR-BI HDL uptake -3, MITF TRPM1 HTS -7, PvdQ inh -15, CAL PDZ FP-1 -2.1 and CAL PDZ FP-2 -3.
`CC1CCCCC1NC(=O)/C(C#N)=C/C=C/c1ccccc1[N+](=O)[O-]` (configuration not stated) gave SR-BI uptake up -20, NSD2 inh 11, dFosB activator -2, Rtt109 HAT inh -4, SR-BI HDL uptake 20, MITF TRPM1 HTS -86, PvdQ inh -15, CAL PDZ FP-1 -1.6 and CAL PDZ FP-2 -1.
`CC(=O)c1cccc(OCC(O)CNCC2CCCCC2)c1` (configuration not stated) gave SR-BI uptake up 29, dFosB activator 0, PfHsp90 set2 21, Rtt109 HAT inh 0, SR-BI HDL uptake -29, PvdQ inh -5, CAL PDZ FP-1 -0.8 and CAL PDZ FP-2 3.
For Cc1ccc(NC(=O)C2COc3ccccc3O2)cc1S(=O)(=O)N1CCCCC1 (configuration not stated) the results were SR-BI uptake up -11, NSD2 inh -2, dFosB activator -4, Rtt109 HAT inh 9, SR-BI HDL uptake 11, MITF TRPM1 HTS 8, PvdQ inh -17, CAL PDZ FP-1 -0.3 and CAL PDZ FP-2 -2.
`Cc1cccc(CC2S/C(=N/c3ccccn3)NC2=O)c1` (configuration not stated) gave SR-BI uptake up -6, NSD2 inh 3, dFosB activator 4, PfHsp90 set2 -71, Rtt109 HAT inh 4, SR-BI HDL uptake 6, MITF TRPM1 HTS 11, PvdQ inh -9, CAL PDZ FP-1 -1.6 and CAL PDZ FP-2 -4.
For CCCN(CC(=O)NC(=O)NC1CCCCC1)CC(=O)Nc1cc(Cl)ccc1Cl the results were SR-BI uptake up 0, NSD2 inh -1, dFosB activator -5, Rtt109 HAT inh 2, SR-BI HDL uptake 0, MITF TRPM1 HTS -4, PvdQ inh -13, CAL PDZ FP-1 -0.2 and CAL PDZ FP-2 -4.
O=C(CN1C(=O)c2ccccc2S1(=O)=O)NCc1ccc2c(c1)OCO2 was read as SR-BI uptake up 15, dFosB activator 2, PfHsp90 set2 -39, Rtt109 HAT inh -8, SR-BI HDL uptake -15, MITF TRPM1 HTS 1, PvdQ inh 2, CAL PDZ FP-1 -2.3 and CAL PDZ FP-2 -1.

Source: PubChem
